Source: PubChem (Sanford-Burnham Center for Chemical Genomics)
SENP8 block-1: inhibitors of human SENP8 protease; AID 2540; Q96LD8; inhibition, % at 10 µM; purified SENP8, Z-RLRGG-aminoluciferin cleavage, luminescence; actives 1.2% (n = 330,000); in the data active = inhibition above about 50%
Target sequence (Q96LD8 whole entry, looked up): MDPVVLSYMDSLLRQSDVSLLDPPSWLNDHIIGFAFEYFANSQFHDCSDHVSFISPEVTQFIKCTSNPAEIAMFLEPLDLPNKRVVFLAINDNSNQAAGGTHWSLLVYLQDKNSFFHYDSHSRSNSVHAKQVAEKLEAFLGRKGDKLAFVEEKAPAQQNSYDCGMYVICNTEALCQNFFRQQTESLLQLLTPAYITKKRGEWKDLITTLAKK
NALP3 yeast inh: blocks the NALP3 inflammasome reconstituted in yeast. Yeast reconstituted NLRP3/ASC/caspase-1, beta-gal luminescence, 24 h. inhibition, % at 10 µM. actives 0.39% (n = 330,000);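 active = inhibition of 50% or more; inactive = inhibition below 50%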;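 also: plate controls were induced DMSO wells for no effect and uninduced yeast grown without galactose for full effect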
SENP6 block: inhibitors of human SENP6 protease | Q9GZR1 | Recombinant SENP6 catalytic domain, aminoluciferin luminescence | inhibition, % at 10 µM | actives 1.8% (n = 330,000);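 active = inhibition above about 50% at the single tested dose, limit read from the data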;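 also: plate controls were DMSO wells with enzyme for no effect and DMSO wells lacking enzyme for full effect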
HKDC1 inhibitor: HKDC1 (human) hexokinase inhibition. recombinant HKDC1, G6PDH/diaphorase resazurin coupled fluorescence. actives 0.16% (n = 340,000). Q2TB90. inhibition, % at 20 µM. AID 493160;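 active = inhibition above about 35% when tested at 20 µM, limit read from the data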;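 also: plate controls were DMSO wells with enzyme for no effect and DMSO wells lacking enzyme for full effect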
Target sequence (Q2TB90 whole entry, looked up): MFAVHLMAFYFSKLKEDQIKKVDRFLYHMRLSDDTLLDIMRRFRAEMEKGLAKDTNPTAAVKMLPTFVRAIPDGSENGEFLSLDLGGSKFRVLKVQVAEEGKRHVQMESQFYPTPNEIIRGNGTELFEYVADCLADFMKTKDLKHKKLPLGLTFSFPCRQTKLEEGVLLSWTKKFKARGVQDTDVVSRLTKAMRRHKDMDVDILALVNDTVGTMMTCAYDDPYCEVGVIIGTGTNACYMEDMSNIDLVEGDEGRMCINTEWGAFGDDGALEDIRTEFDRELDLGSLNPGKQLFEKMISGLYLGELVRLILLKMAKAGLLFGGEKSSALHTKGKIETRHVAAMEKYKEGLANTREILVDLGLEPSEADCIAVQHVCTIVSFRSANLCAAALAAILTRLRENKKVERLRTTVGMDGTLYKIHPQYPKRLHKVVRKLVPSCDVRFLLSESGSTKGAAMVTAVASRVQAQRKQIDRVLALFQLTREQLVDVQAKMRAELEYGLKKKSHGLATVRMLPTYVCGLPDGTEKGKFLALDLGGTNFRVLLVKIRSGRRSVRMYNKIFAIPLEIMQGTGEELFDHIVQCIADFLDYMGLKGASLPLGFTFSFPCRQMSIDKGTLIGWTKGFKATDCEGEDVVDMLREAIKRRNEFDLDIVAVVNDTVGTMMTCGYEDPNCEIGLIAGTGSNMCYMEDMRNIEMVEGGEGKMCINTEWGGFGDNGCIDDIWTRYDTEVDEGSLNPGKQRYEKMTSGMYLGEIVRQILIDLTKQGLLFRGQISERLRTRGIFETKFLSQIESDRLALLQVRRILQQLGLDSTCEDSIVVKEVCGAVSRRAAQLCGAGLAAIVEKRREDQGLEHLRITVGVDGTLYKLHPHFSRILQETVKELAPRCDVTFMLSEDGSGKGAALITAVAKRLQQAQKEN
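Test system: Recombinant HKDC1 (HK5) hexokinase enzyme, produced in-house | Input: HKDC1 at 5 µg/mL | Buffer or medium: Tris pH 8.0 buffer with MgCl2, Tween-20, BSA, BME | Schedule: 90 min reaction incubation at room temperature, dark | Technique: Resazurin-to-resorufin fluorescence via G6PDH and diaphorase coupling, 525/613 nm | Controls: DMSO wells with and without enzyme mix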
SENP1 inh: SENP1 (human) catalytic domain inhibition; inhibition, % at 10 µM; AID 624204; Q9P0U3; recombinant SENP1 catalytic domain, CyPet-SUMO1-YPet FRET cleavage; actives 0.21% (n = 360,000);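 active = inhibition at least 30% at 10 µM, raw YFP signal under a set limit, fluorescence ratio 0.5 to 1.5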;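 also: 0% = enzyme with DMSO and 100% = no enzyme wells; some results filed as inactive read as strong as hits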
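material = recombinant human SENP1 catalytic domain, His6-tagged | quantity = 20 pM enzyme | reagent = 25 nM SUMO1 FRET substrate | compound dosing = 10 µM single point, 0.5% DMSO | timing = 50 min enzyme reaction, room temperature, light-protected | detection = FRET, CFP and YFP emission | control set = no-enzyme low, enzyme-DMSO high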
SENP7 block: SENP7 protease inhibition | recombinant SENP7, Z-RLRGG-aminoluciferin luminescence, 40 min | inhibition, % at 5 µM | actives 1.5% (n = 330,000);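 active = inhibition above about 50% at the single test dose, limit read from the data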;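 also: plate controls were DMSO with enzyme for no effect and no enzyme buffer wells for full effect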
PfGluPho inh: PfG6PD (Plasmodium falciparum) enzyme inhibition | PfGluPho enzyme, NADPH resazurin-diaphorase fluorescence | inhibition, % at 20 µM | actives 0.78% (n = 350,000) | AID 504690;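 active = inhibition reaching at least a set limit at 20 µM in the primary screen, cut at about 59% in these data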;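 also: 0% = DMSO wells with substrate and 100% = DMSO wells lacking glucose-6-phosphate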
Apaf1 inhib: inhibitors of human Apaf-1 apoptosome. O14727. inhibition, % at 20 µM. AID 489030. reconstituted apoptosome caspase-3 activity, DEVD-Rh110 fluorescence. actives 0.71% (n = 330,000); active = inhibition of at least 40% at 20 µM;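 also: plate controls were DMSO wells for no effect and DEVD-CHO caspase inhibitor wells for full effect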
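Assay system: Apoptosome proteins | Medium: pH 7.5 Hepes buffer with CHAPS, BSA, DTT | Also added: Cytochrome c and DEVD-Rh110 substrate | Times: 30 min plus 50 min, RT | Detection: Rhodamine 110 fluorescence at Ex 480/Em 540 nm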
SENP8 block-2: SENP8 (human) protease inhibition | actives 0.64% (n = 360,000) | AID 602440 | Q96LD8 | inhibition, % at 20 µM | recombinant SENP8, Nedd8 substrate fluorescence; in the data active = inhibition mostly above about 40%, no sharp cut-off; inactive = mostly below about 27%
The depositor's hits bear a star; i = inactive; . = not tested or not shown.

SMILES	SENP8 block-1	NALP3 yeast inh	SENP6 block	HKDC1 inhibitor	SENP1 inh	SENP7 block	PfGluPho inh	Apaf1 inhib	SENP8 block-2
Nc1cc(-c2ccccc2)nn1Cc1ccc(Cl)cc1	5	23	-3	0	0	3	30	14	-124
CCOC(=O)c1ccc(NC(=O)c2nc[nH]c2C(=O)NCC(=O)OC(C)(C)C)cc1	-8	24	-14	2	2	-4	21	25	18
CCOC(=O)C(CC)Sc1nc2c(cnn2-c2ccccc2)c(=O)[nH]1 (stereo not drawn)	-14	-2	-6	-2	2	16	-6	8	7
O=c1c2c(nc3cc(-c4ccc(Br)cc4)[nH]n13)CCCC2	16	-2	36	-5	0	30	19	5	-21
Oc1ccccc1-c1nc(/C=C/c2ccccc2)nn1-c1ccccc1	.	.	.	-1	1	.	13	.	6
O=C(C1CCCN(Cc2cc(Br)ccc2O)C1)N1CCCCC1 (stereo not drawn)	-3	14	-19	-2	-1	1	6	-2	20
COc1ccccc1-c1nc(C#N)c(N2CCN(Cc3ccccc3)CC2)o1	-12	12	-23	3	2	-8	4	14	-422
COc1ccccc1-c1cc(C(=O)N2CCc3ccccc3C2)c2ccccc2n1	7	1	-15	.	.	0	.	22	.
O=C(Nc1ccc(Cl)c(Cl)c1)N1CCSC1c1ccco1 (stereo not drawn)	-2	21	-10	3	-3	-1	39	17	2
Cc1ccc(OCCOCCN2CCCCC2)c([N+](=O)[O-])c1	1	14	1	-10	0	4	8	2	19
O=C1COc2ccc(C(=O)COC(=O)/C=C/c3ccc(Br)o3)cc2N1	4	-3	-72	21	-14	0	11	28	8
CCCn1c(SCCN2CCOCC2)nc2c1c(=O)n(C)c(=O)n2C	0	17	-13	2	0	-8	0	-4	12
Cn1nc(C(F)(F)F)c(C(=O)Nc2ccc(F)cc2F)c1Oc1cccc(Cl)c1	1	-4	4	6	2	6	-14	-4	10
CC(NC(=O)c1ccccc1Cl)C(=O)Nc1ccc2c(c1)OCO2 (stereo not drawn)	0	2	11	4	-1	4	12	2	-4
CC(C)CC1Nc2ncnc(N3CCCCC3)c2N(Cc2ccccc2)C1=O (stereo not drawn)	6	3	-6	-2	0	2	3	10	5
Cc1cc(NS(=O)(=O)c2ccc(Cl)cc2)nn1CC(=O)NCc1ccco1	3	15	8	3	-1	-1	-8	-9	19
Cc1c(Cc2ccccc2)c(=O)oc2c(C)c(OCc3nn[nH]n3)ccc12	2	14	-7	2	0	0	-27	6	-444
Cc1cc2c(ccc3c2no[n+]3[O-])nn1	2	16	-3	-7	2	0	22	6	22
c1ccc(CCn2nnnc2C(c2cccnc2)N2CCN(c3nc4ccccc4s3)CC2)cc1 (stereo not drawn)	-8	1	-6	-3	1	3	8	9	4
CCCCCC(=O)N1CCCCC1	-1	15	-12	-4	2	7	5	2	14
CN(C(=O)CC1C(=O)NCCN1C/C=C/c1ccccc1)C1CCOCC1 (stereo not drawn)	-6	2	-25	-4	-3	0	-11	-5	-2
O=C(COC(=O)c1cccnc1Cl)c1cccc(Cl)c1	-28	2	17	0	1	19	-2	-6	5
COc1ccc(C2=CC(c3ccc(OC)c(OC)c3)NC(=S)N2)cc1 (stereo not drawn)	-4	-9	-5	0	-34	8	8	-13	i
O=C(CC1SC(=O)N(c2ccccc2)C1=O)Nc1ccccc1 (stereo not drawn)	-10	5	-25	6	2	29	17	1	10
Clc1cccc(OCCCN2CCCC2)c1Cl	3	2	-4	3	-1	7	-22	-1	15
Fc1cccc(Cl)c1C1Nc2cccc3cccc(c23)N1	6	26	27	14	6	20	44	23	-7
c1ccc2c(c1)OCC(c1nnc3sc(-c4cnccn4)nn13)O2 (stereo not drawn)	4	-13	-2	-8	-2	-2	36	-4	15
CC(C)(c1ccccc1)c1ccc(OCCCN2CCNCC2)cc1	-2	29	-12	-6	0	-1	33	23	20
Cc1cc(C)c2sc(N(CCCN(C)C)C(=O)COc3ccc(Cl)cc3)nc2c1	0	25	3	-3	2	12	8	17	26
CCc1ccc(S(=O)(=O)NCCc2cn3ccsc3n2)s1	3	-3	-8	-3	0	-1	2	-13	10
Cc1nnc(SCC(=O)Nc2ccc(N3CCOCC3)cc2)o1	7	-1	5	-3	0	5	-2	2	30
O=C(c1ccc2nccnc2c1)N1CCCC(Nc2ccc(F)c(F)c2)C1 (stereo not drawn)	1	16	8	0	2	0	7	10	8
CCOC(=O)c1oc2ccccc2c1NC(=O)c1cccs1	7	22	11	-10	1	10	-6	-12	-18
COc1ccc(-n2cnc3cc(NC(=O)c4ccco4)ccc32)cc1	-3	58*	-4	-9	0	-4	-6	10	8
Cc1ccc(O)c(NC(=O)c2noc3c2CCCCC3)c1	76*	31	-43	-1	0	80*	-4	11	-4
COc1ccc(C(=O)/C=C/C(=O)N(CC(=O)NC2CCCCC2)Cc2ccc(F)cc2)c(O)c1	.	.	.	8	3	.	53	.	8
COc1ccccc1CN1CC(C(=O)NCC2CCCO2)CC1=O (stereo not drawn)	1	-8	-4	4	2	5	6	-16	4
CCOc1ccc(NC(=O)Cn2c(=O)n(CC3CCCO3)c(=O)c3ccccc32)cc1 (stereo not drawn)	7	-1	-8	-6	1	8	-5	-24	35
O=C1Cc2ccccc2C(c2ccccc2)N1 (stereo not drawn)	4	3	-17	-8	0	4	15	-18	17
CNS(=O)(=O)c1cccc(C(=O)NCC2(N3CCCCC3)CCCCC2)c1	-1	24	-4	-8	-1	2	0	1	7

Taken from above:
In SENP7 block, `CNS(=O)(=O)c1cccc(C(=O)NCC2(N3CCCCC3)CCCCC2)c1` is listed with 2
In PfGluPho inh, `O=C(c1ccc2nccnc2c1)N1CCCC(Nc2ccc(F)c(F)c2)C1` (stereo not drawn) is listed with 7

Carrying on:
SMILES	SENP8 block-1	NALP3 yeast inh	SENP6 block	HKDC1 inhibitor	SENP1 inh	SENP7 block	PfGluPho inh	Apaf1 inhib	SENP8 block-2
O=C(Nc1nnc(SCC(=O)N2CCCc3ccccc32)s1)c1cccc2ccccc12	-7	-6	-11	4	0	0	-17	24	-27
CCN(CC)S(=O)(=O)c1ccc(/C=C/C(=O)Nc2ccc(Br)cc2F)cc1	-12	9	-17	-4	0	-4	1	6	15
C[C@@H]1ON(C)[C@H]2C[C@H]3c4cc(N5CCOCC5)ccc4CCN3C(=O)[C@@H]12	.	.	.	-6	-6	.	4	.	-18
CCOC(=O)N1C(=O)[C@@](c2ccc(Cl)cc2)(C(C)C)N1C(=O)OCC	-9	23	-3	5	1	4	0	9	12
CC1(C)CC(NC(=O)C2CCN(S(=O)(=O)c3ccc(Cl)c(C(F)(F)F)c3)CC2)CC(C)(C)N1	.	.	.	-3	1	.	4	.	14
CN1CCN(C(=S)NC(CC(=O)c2ccccc2)c2ccccc2)CC1 (stereo not drawn)	1	12	-4	-2	-1	0	-14	-19	18
CC(=O)NCCc1ccc(S(=O)(=O)N2CCCC2)cc1	4	0	9	4	4	3	3	-10	13
COc1cccc(Cl)c1NC(=O)N1CCc2c([nH]c3ccccc23)C1C(F)(F)F (stereo not drawn)	-3	13	-16	0	-2	4	16	12	4
COc1ccc(Nc2oc(-c3ccc(OC)cc3)nc2C#N)cc1	-2	13	-37	-4	2	-2	0	18	27
CC1CCCC(C)N1C(=O)CSc1nnnn1-c1cccc2c1CCCC2 (stereo not drawn)	9	13	-12	12	2	0	-9	15	23
CC1CCCN(C(=O)COC(=O)CNS(=O)(=O)c2ccc3ccccc3c2)C1 (stereo not drawn)	-10	13	-6	1	1	-2	-3	10	-3
CN(C)[C@@H](CO)c1nnc([C@H](CC(=O)O)NC(=O)C2CCNCC2)o1	2	0	6	-1	1	-2	0	-5	24
Cc1cccc(NC(=O)CSc2cn[nH]n2)c1	4	22	4	-4	1	9	29	-3	3
Cc1ccc(S(=O)(=O)c2cn(Cc3ccc(F)cc3)c3cc4c(cc3c2=O)OCO4)cc1	-4	12	-5	-4	-3	-5	1	13	-74
CCc1nc(Nc2cccc(O)c2)c2oc3ccccc3c2n1	3	16	12	5	1	0	73*	5	-295
Cc1cccc(Cl)c1NC(=S)NN	-9	2	-6	-2	2	14	1	-18	14
O=C(O)C1CCCN1S(=O)(=O)c1cccc2nsnc12 (stereo not drawn)	8	10	-14	-9	1	1	-12	-9	9
Cc1ccc2c(CN3CCN(S(=O)(=O)c4ccccc4C(F)(F)F)CC3)cc(=O)oc2c1C	3	18	-2	3	0	5	1	10	2
COC/C=C/C1=CC2=CC(=O)C(C)(OC(=O)c3cnc4ccccc4n3)C(=O)C2=CN1Cc1ccco1 (stereo not drawn)	7	3	22	18	-26	6	40	18	35
Cc1nc2ccccc2n1CC(=O)NCCN1CCOCC1	-11	21	-3	-2	1	-9	3	1	11

Structural class: those above containing a COOH group.
SMILES	SENP8 block-1	NALP3 yeast inh	SENP6 block	HKDC1 inhibitor	SENP1 inh	SENP7 block	PfGluPho inh	Apaf1 inhib	SENP8 block-2
CN(C)[C@@H](CO)c1nnc([C@H](CC(=O)O)NC(=O)C2CCNCC2)o1	2	0	6	-1	1	-2	0	-5	24
O=C(O)C1CCCN1S(=O)(=O)c1cccc2nsnc12 (stereo not drawn)	8	10	-14	-9	1	1	-12	-9	9

(listing goes on)
SMILES	SENP8 block-1	NALP3 yeast inh	SENP6 block	HKDC1 inhibitor	SENP1 inh	SENP7 block	PfGluPho inh	Apaf1 inhib	SENP8 block-2
C/C(=C\C(=O)Nc1nccs1)c1ccccc1	2	9	17	-8	0	18	5	-4	11
O=C(CSc1nnc(COc2ccccc2Cl)o1)NC(=O)NC1CCCC1	0	16	-1	-9	1	5	3	27	6
O=C(C(Sc1ccccc1)c1ccccc1)N1CCN(c2ccccc2F)CC1 (stereo not drawn)	-12	16	-8	4	2	-7	0	23	12
Cc1nn(-c2ccccc2)c(C)c1C(=O)OCC(=O)N(C)c1ccccc1	-4	11	-20	-5	3	5	2	4	5
CCOC(=O)c1sc(N)c(C#N)c1CSc1nnc(C2CCCCC2)n1N	2	11	-1	-5	7	10	11	31	7
COc1cc(OC)cc(C(=O)NNC(=O)c2ccccc2Br)c1	-9	-20	-6	-4	0	-9	6	4	29
COc1ccccc1NC(=O)c1ccc(S(=O)(=O)N2CCC(C)CC2)cc1	-2	15	-18	1	1	-4	-6	9	11
O=C1NC(=O)/C(=C/c2ccc(N3CCOCC3)o2)N1	-9	1	-13	-7	-11	-7	7	1	-28
Cc1onc(-c2ccccc2)c1C(=O)OCC(=O)Nc1cccc(Cl)c1	3	13	-6	6	3	4	10	8	14
COc1cccc(/C=C/C(=O)OCC(=O)Nc2nnc(-c3ccccc3)o2)c1OC	.	.	.	1	0	.	-15	.	-185
COC(=O)c1ccc(COC(=O)CCc2nc(-c3ccccc3)c(-c3ccccc3)o2)cc1	0	-9	4	18	1	4	2	8	-79
CCOc1ccc(NC(=S)/C(=C(\[O-])c2ccc(C)c([N+](=O)[O-])c2)[n+]2ccccc2)cc1	1	3	-4	-4	-90	2	6	13	-100
O=C(Nc1ccn(Cc2ccccc2F)n1)c1ccc(COc2cc(Cl)ccc2Cl)o1	1	3	-9	-5	1	-1	6	-6	18
